Assay outcomes (PubChem)
PLK1 PBD inh: Plk1 (human) PBD binding inhibition; Plk1 PBD phosphopeptide binding, fluorescence polarization; inhibition, %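 (tested at about 20 µM)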; 97,000 compounds, 0.13% hits; AID 693; in the data active = inhibition above about 34%, passing the limit was not always enough
EphB4 ephrin blk: EphB4-ephrin-B2 interaction antagonism | AID 720 | 97,000 compounds, 0.15% hits | inhibition, % at 7 µM | EphB4 LBD / TNYL-RAW-Alexa532 peptide, fluorescence polarization;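 active = inhibition above the screen-wide mean inhibition plus 3 SD, cut at about 15% in these data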;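 also: 0% = DMSO wells and 100% = excess unlabeled TNYL-RAW peptide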
CYP2C9 inh: human CYP2C9 inhibition. P11712. CYP2C9 Supersomes, luciferin-H conversion, luminescence. inhibition, % at 5 µM. 96,000 compounds, 20% hits;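 active = blocking of liver enzyme CYP2C9 beyond about 50% at 5 µM, limit read from the data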; also: values of inactives mirror those of a sister screen read the other way
Target sequence (P11712 whole entry, looked up): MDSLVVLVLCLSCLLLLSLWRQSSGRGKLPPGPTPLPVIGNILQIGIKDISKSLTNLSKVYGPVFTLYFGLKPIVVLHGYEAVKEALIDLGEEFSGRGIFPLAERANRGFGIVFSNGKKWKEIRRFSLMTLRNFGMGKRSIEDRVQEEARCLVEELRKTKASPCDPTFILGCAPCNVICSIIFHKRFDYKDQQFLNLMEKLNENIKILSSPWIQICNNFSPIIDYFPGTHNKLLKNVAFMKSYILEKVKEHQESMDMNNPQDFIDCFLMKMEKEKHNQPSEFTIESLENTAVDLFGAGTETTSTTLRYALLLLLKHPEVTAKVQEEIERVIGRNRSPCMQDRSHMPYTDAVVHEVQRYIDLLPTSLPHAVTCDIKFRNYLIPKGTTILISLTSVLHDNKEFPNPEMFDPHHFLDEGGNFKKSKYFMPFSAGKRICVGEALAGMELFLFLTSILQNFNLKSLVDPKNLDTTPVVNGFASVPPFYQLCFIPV
PLK1 inh: inhibitors of human PLK1 kinase. P53350. recombinant PLK1 kinase, TR-FRET peptide phosphorylation. inhibition, % at 10 µM. 97,000 compounds, 0.53% hits;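 active = inhibition of 50% or more in the single-concentration screen; inactive = inhibition below 50%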;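 also: 0% = DMSO max control and 100% = H-89 dihydrochloride min control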
CYP2C9 activ: increases human cytochrome P450 2C9 activity; P11712; recombinant CYP2C9, luciferin-H conversion, luminescence; stronger effect = higher value; factor 1 = untreated enzyme, 0 = blocked; activation factor at 5 µM; 96,000 compounds, 1.4% hits; AID 1024;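 active = activation factor of 2 or more for CYP2C9 at a 5 µM dose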;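 also: 0 = sulfaphenazole-blocked wells and 1 = vehicle-only wells; values of inactives mirror those of a sister screen read the other way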
CYP2C19 act: cytochrome P450 2C19 (human) activation; P33261; recombinant CYP2C19, luciferin-H EGE luminescence; stronger effect = higher value; 0 = fully inhibited enzyme, 1 = untreated enzyme; activation factor at 5 µM; 96,000 tested, under 10 active; AID 1025;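 active = activation factor of at least 2 at 5 µM in the primary screen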;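 also: 0 = wells with 2.5 mM tranylcypromine and 1 = vehicle-only wells; values of inactives mirror those of a sister screen read the other way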
Target sequence (P33261 whole entry, looked up): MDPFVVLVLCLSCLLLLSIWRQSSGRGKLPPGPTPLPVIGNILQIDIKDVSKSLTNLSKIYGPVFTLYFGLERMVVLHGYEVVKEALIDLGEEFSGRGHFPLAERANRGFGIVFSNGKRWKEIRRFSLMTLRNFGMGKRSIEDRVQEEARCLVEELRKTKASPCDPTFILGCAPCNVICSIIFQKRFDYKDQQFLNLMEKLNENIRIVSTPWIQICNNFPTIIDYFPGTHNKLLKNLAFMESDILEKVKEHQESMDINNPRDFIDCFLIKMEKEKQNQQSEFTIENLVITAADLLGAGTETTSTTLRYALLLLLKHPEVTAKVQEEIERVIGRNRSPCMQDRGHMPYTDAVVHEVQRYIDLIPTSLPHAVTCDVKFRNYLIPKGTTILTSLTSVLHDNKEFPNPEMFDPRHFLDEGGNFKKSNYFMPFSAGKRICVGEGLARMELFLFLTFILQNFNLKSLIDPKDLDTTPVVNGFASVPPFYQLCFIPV
CYP2C19 inhib: human CYP2C19 inhibition; P33261; CYP2C19 Supersomes, luciferin-H EGE luminescence, 30 min; inhibition, % at 5 µM; 96,000 compounds, 21% hits; AID 778;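 active = CYP2C19 inhibition above a set limit at 5 µM in the primary screen, cut at about 50% in these data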;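 also: plate controls were negative control wells for no effect and 2.5 mM tranylcypromine positive control for full effect; values of inactives mirror those of a sister screen read the other way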
PLAP act: activators of human placental alkaline phosphatase. activation fold at 20 µM. P05187. 96,000 compounds, 1.2% hits. purified PLAP enzyme, luminescent substrate read-out; stronger effect = higher value; in the data active = activation fold above about 2
Rev-RRE block: disrupts HIV-1 Rev binding to RRE RNA | P05866 | Rev peptide-RRE RNA binding, FRET | inhibition, % at 8 µM | 97,000 compounds, 0.79% hits;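 active = inhibition above the screen-wide mean plus 3 SD, cut at about 35% in these data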;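 also: 0% = median DMSO wells and 100% = median Neomycin B control wells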
Target sequence (P05866 whole entry, looked up): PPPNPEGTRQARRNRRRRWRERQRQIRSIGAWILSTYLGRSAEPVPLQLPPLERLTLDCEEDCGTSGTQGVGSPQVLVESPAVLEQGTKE
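Test system: Cy5-tagged RRE RNA duplex with fluorescein-tagged Rev peptide; Probe or stimulus: labelled Rev peptide; Schedule: 5 min preincubation and 15 min binding, 25 °C; Signal: FRET fluorescence readout; Evaluation: % inhibition from 671/540 nm acceptor-to-donor ratio, scaled between controls; Control set: DMSO and neomycin B.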
* hit, by the source's call.

Results for O=C(c1ccc(CN2CCOCC2)cc1)N1CCN(c2cccc(Cl)c2)CC1 ?
PLK1 PBD inh: 1; EphB4 ephrin blk: 2; CYP2C9 inh: 22; PLK1 inh: -8; CYP2C9 activ: 0.8; CYP2C19 act: 0.9; CYP2C19 inhib: 13; PLAP act: 1.7; Rev-RRE block: 7

What do the screens show for `CCN(Cc1cc2ccccc2[nH]c1=O)C(=O)C(C)C`?
PLK1 PBD inh: 11; EphB4 ephrin blk: -3; CYP2C9 inh: 1; PLK1 inh: -5; CYP2C9 activ: 1; CYP2C19 act: 1; CYP2C19 inhib: -4; PLAP act: 1; Rev-RRE block: 1

Results for Cc1cc2oc(=O)cc(CSc3nnc(C)n3N)c2cc1C(C)C ?
PLK1 PBD inh: 26; EphB4 ephrin blk: -7; CYP2C9 inh: 38; PLK1 inh: -12; CYP2C9 activ: 0.6; CYP2C19 act: 0.9; CYP2C19 inhib: 14; PLAP act: 0.9; Rev-RRE block: 1

What do the screens show for `CCCC(=O)NCCc1cc2cc(C)c(C)cc2[nH]c1=O`?
PLK1 PBD inh: -9; EphB4 ephrin blk: 2; PLK1 inh: -4; Rev-RRE block: 6

Results for O=C(CSc1nc(SCC(=O)NCc2ccccc2)n(-c2ccccc2)n1)NCc1ccccc1 ?
PLK1 PBD inh: -12; EphB4 ephrin blk: -1; CYP2C9 inh: 83*; PLK1 inh: 1; CYP2C9 activ: 0.2; CYP2C19 act: 0.3; CYP2C19 inhib: 66*; PLAP act: 1.3; Rev-RRE block: 16

How did O=C(c1cccs1)N(CCO)Cc1cc2cc3c(cc2[nH]c1=O)OCCO3 do in these assays?
PLK1 PBD inh: 2; EphB4 ephrin blk: -4; CYP2C9 inh: 11; PLK1 inh: -11; CYP2C9 activ: 0.9; CYP2C19 act: 1; CYP2C19 inhib: -2; PLAP act: 0.9; Rev-RRE block: 1

What do the screens show for `CCCCCCC(=O)Nc1nc(C)c(-c2csc(Nc3cccc(OC)c3)n2)s1`?
PLK1 PBD inh: -15; EphB4 ephrin blk: 10; CYP2C9 inh: 19; PLK1 inh: 0; CYP2C9 activ: 0.8; CYP2C19 act: 1; CYP2C19 inhib: -5; PLAP act: 1; Rev-RRE block: 6

What do the screens show for `CC(C)Sc1cc(N2CCOCC2)nc(-c2ccc(Cl)cc2)n1`?
PLK1 PBD inh: 18; EphB4 ephrin blk: -7; CYP2C9 inh: -3; PLK1 inh: -5; CYP2C9 activ: 1; CYP2C19 act: 1; CYP2C19 inhib: 1; PLAP act: 0.9; Rev-RRE block: 16

Results for CN(C)c1ccc(C(=O)OCc2ccc(Br)cc2)cc1 ?
PLK1 PBD inh: -14; EphB4 ephrin blk: -2; CYP2C9 inh: 12; PLK1 inh: -27; CYP2C9 activ: 0.9; CYP2C19 act: 0.5; CYP2C19 inhib: 48; PLAP act: 0.6; Rev-RRE block: 22

What do the screens show for `CN(Cc1ccccc1)Cc1ccccc1F`?
PLK1 PBD inh: -12; EphB4 ephrin blk: -7; CYP2C9 inh: -5; PLK1 inh: -11; CYP2C9 activ: 1.1; CYP2C19 act: 0.6; CYP2C19 inhib: 45; PLAP act: 1.1; Rev-RRE block: -2

How did CCn1c(SC/C=C/c2ccccc2)nnc1-c1cccs1 do in these assays?
PLK1 PBD inh: -18; EphB4 ephrin blk: 2; CYP2C9 inh: 82*; PLK1 inh: -12; CYP2C9 activ: 0.2; CYP2C19 act: 0; CYP2C19 inhib: 99*; PLAP act: 1; Rev-RRE block: 8

What do the screens show for `CC(C1CC1)N(C(=O)NC1CCS(=O)(=O)C1)c1ccccc1` (stereo unspecified)?
PLK1 PBD inh: 16; EphB4 ephrin blk: -3; CYP2C9 inh: -14; PLK1 inh: -10; CYP2C9 activ: 1.1; CYP2C19 act: 1; CYP2C19 inhib: -3; PLAP act: 1.2; Rev-RRE block: 9

What do the screens show for `COc1cccc(NC(=O)Cc2ccc(C)cc2)c1`?
PLK1 PBD inh: -28; EphB4 ephrin blk: 1; CYP2C9 inh: 21; PLK1 inh: 3; CYP2C9 activ: 0.8; CYP2C19 act: 0.4; CYP2C19 inhib: 57*; PLAP act: 0.9; Rev-RRE block: 8

Results for CCOC(=O)C1C(=O)NC(N2CCN(c3ccccc3)CC2)=NC1c1ccco1 (stereo unspecified) ?
PLK1 PBD inh: -9; EphB4 ephrin blk: -3; CYP2C9 inh: 8; PLK1 inh: -10; CYP2C9 activ: 0.9; CYP2C19 act: 0.9; CYP2C19 inhib: 7; PLAP act: 0.9; Rev-RRE block: -2

How did CCOC(=O)CN1C(=O)SC(CC(=O)Nc2nccs2)C1=O (stereo unspecified) do in these assays?
PLK1 PBD inh: 24; EphB4 ephrin blk: -2; CYP2C9 inh: 35; PLK1 inh: -18; CYP2C9 activ: 0.7; CYP2C19 act: 0.7; CYP2C19 inhib: 27; PLAP act: 1.6; Rev-RRE block: 2

How did COc1nnc(-c2ccc(N3CCOCC3)c(NC(=O)c3ccc(C)cc3)c2)c2ccccc12 do in these assays?
PLK1 PBD inh: -22; EphB4 ephrin blk: 1; CYP2C9 inh: 43; PLK1 inh: 5; CYP2C9 activ: 0.6; CYP2C19 act: 0.7; CYP2C19 inhib: 28; PLAP act: 1.1; Rev-RRE block: 0

Results for N#C/C(C(=O)c1ccccc1)=C1/CCCN1 ?
PLK1 PBD inh: -18; EphB4 ephrin blk: -5; CYP2C9 inh: 8; PLK1 inh: -8; CYP2C9 activ: 0.9; CYP2C19 act: 0.9; CYP2C19 inhib: 9; PLAP act: 1; Rev-RRE block: 5

How did CC1SC(c2cccc(Cl)c2)NC1=O (stereo unspecified) do in these assays?
PLK1 PBD inh: 8; EphB4 ephrin blk: -4; CYP2C9 inh: 24; PLK1 inh: 1; CYP2C9 activ: 0.8; CYP2C19 act: 0.6; CYP2C19 inhib: 42; PLAP act: 1.3; Rev-RRE block: 1

How did Cn1nc(-c2ccc(OCC(=O)Nc3cccnc3)cc2)c2ccccc2c1=O do in these assays?
PLK1 PBD inh: 10; EphB4 ephrin blk: 6; CYP2C9 inh: 71*; PLK1 inh: 14; CYP2C9 activ: 0.3; CYP2C19 act: 0.9; CYP2C19 inhib: 8; PLAP act: 1; Rev-RRE block: -1

What do the screens show for `CC(C)CC(=O)NC(NC(=S)Nc1cccc2cccnc12)C(Cl)(Cl)Cl` (stereo unspecified)?
PLK1 PBD inh: -21; EphB4 ephrin blk: 0; CYP2C9 inh: 25; PLK1 inh: -1; CYP2C9 activ: 0.7; CYP2C19 act: 1; CYP2C19 inhib: 2; PLAP act: 0.9; Rev-RRE block: 0

How did C=CCN(CC=C)C(=S)Nc1ccccc1 do in these assays?
PLK1 PBD inh: -6; EphB4 ephrin blk: 2; CYP2C9 inh: 4; PLK1 inh: 3; CYP2C9 activ: 1; CYP2C19 act: 0.8; CYP2C19 inhib: 24; PLAP act: 1; Rev-RRE block: 3

How did COc1ccc(NC(=O)C2CCN(C(=O)NCc3ccccc3)CC2)cc1 do in these assays?
PLK1 PBD inh: -1; EphB4 ephrin blk: 0; CYP2C9 inh: 9; PLK1 inh: -14; CYP2C9 activ: 0.9; CYP2C19 act: 1; CYP2C19 inhib: 0; PLAP act: 1; Rev-RRE block: 1

Results for Cc1c(C(=O)N2CCN(c3ncccn3)CC2)sc2nc3n(c(=O)c12)CCCC3 ?
PLK1 PBD inh: 21; EphB4 ephrin blk: -2; CYP2C9 inh: 2; PLK1 inh: 0; CYP2C9 activ: 1; CYP2C19 act: 1.1; CYP2C19 inhib: -14; PLAP act: 1; Rev-RRE block: 2

What do the screens show for `Cn1c(SCc2cccnc2)nnc1-c1c[nH]c2ccccc12`?
PLK1 PBD inh: 6; EphB4 ephrin blk: 5; CYP2C9 inh: 49; PLK1 inh: 74*; CYP2C9 activ: 0.5; CYP2C19 act: 0.2; CYP2C19 inhib: 83*; PLAP act: 0.8; Rev-RRE block: 4

What do the screens show for `Cc1cc(C(=O)O)c(=O)[nH]c1C`?
PLK1 PBD inh: 8; EphB4 ephrin blk: -6; CYP2C9 inh: -7; PLK1 inh: -1; CYP2C9 activ: 1.1; CYP2C19 act: 1.1; CYP2C19 inhib: -5; PLAP act: 1; Rev-RRE block: -2

Results for CC(C)c1ccc(NC(=O)Nc2cc3sccc3n2C)cc1 ?
PLK1 PBD inh: -14; EphB4 ephrin blk: -7; CYP2C9 inh: 8; PLK1 inh: -11; CYP2C9 activ: 0.9; CYP2C19 act: 0.9; CYP2C19 inhib: 8; PLAP act: 0.9; Rev-RRE block: 10

What do the screens show for `Cn1c2c(c(=O)n(C)c1=O)C(NS(=O)(=O)c1ccc(Cl)cc1)(C(F)(F)F)C(=O)N2` (stereo unspecified)?
PLK1 PBD inh: 11; EphB4 ephrin blk: 1; CYP2C9 inh: 20; PLK1 inh: -12; CYP2C9 activ: 0.8; CYP2C19 act: 1; CYP2C19 inhib: -2; PLAP act: 1; Rev-RRE block: 2

How did CCSc1cnn(-c2ccccc2)c(=O)c1SCC do in these assays?
PLK1 PBD inh: -19; EphB4 ephrin blk: 1; CYP2C9 inh: 44; PLK1 inh: -20; CYP2C9 activ: 0.6; CYP2C19 act: 0.8; CYP2C19 inhib: 21; PLAP act: 0.8; Rev-RRE block: 4

Results for COC(=O)c1cc(Cl)c(NC(=O)c2ccc(C(C)(C)C)cc2)cc1OC ?
PLK1 PBD inh: 17; EphB4 ephrin blk: -8; CYP2C9 inh: -58; PLK1 inh: -7; CYP2C9 activ: 1.6; CYP2C19 act: 0.8; CYP2C19 inhib: 20; PLAP act: 1.4; Rev-RRE block: -4

How did Cc1c(N=Cc2nc3ccccc3n2C)c(=O)n(-c2ccccc2)n1C do in these assays?
PLK1 PBD inh: -5; EphB4 ephrin blk: -6; CYP2C9 inh: 27; PLK1 inh: -4; CYP2C9 activ: 0.7; CYP2C19 act: 0.8; CYP2C19 inhib: 22; PLAP act: 1; Rev-RRE block: 2

What do the screens show for `CN1C(=O)NC(c2cccc(O)c2)C(C(=O)c2cccs2)C1(O)C(F)(F)F` (stereo unspecified)?
PLK1 PBD inh: 21; EphB4 ephrin blk: -6; CYP2C9 inh: 29; PLK1 inh: -8; CYP2C9 activ: 0.7; CYP2C19 act: 0.8; CYP2C19 inhib: 17; PLAP act: 1; Rev-RRE block: 3

How did Cc1cc(C)c(C)c(S(=O)(=O)NCc2cccnc2)c1C do in these assays?
PLK1 PBD inh: 6; EphB4 ephrin blk: -3; CYP2C9 inh: 20; PLK1 inh: -9; CYP2C9 activ: 0.8; CYP2C19 act: 0.8; CYP2C19 inhib: 23; PLAP act: 1.1; Rev-RRE block: 2

Results for Cc1noc(C)c1S(=O)(=O)N(CC(=O)Nc1ccc2c(c1)OCO2)c1ccc(C(C)C)cc1 ?
PLK1 PBD inh: 6; EphB4 ephrin blk: -5; CYP2C9 inh: -18; PLK1 inh: -3; CYP2C9 activ: 1.2; CYP2C19 act: 1.2; CYP2C19 inhib: -22; PLAP act: 0.8; Rev-RRE block: 4

2 records drawn at random from those above:
Results for Cc1noc(C)c1S(=O)(=O)N(CC(=O)Nc1ccc2c(c1)OCO2)c1ccc(C(C)C)cc1 ?
PLK1 PBD inh: 6; EphB4 ephrin blk: -5; CYP2C9 inh: -18; PLK1 inh: -3; CYP2C9 activ: 1.2; CYP2C19 act: 1.2; CYP2C19 inhib: -22; PLAP act: 0.8; Rev-RRE block: 4

What do the screens show for `Cc1cc(C(=O)O)c(=O)[nH]c1C`?
PLK1 PBD inh: 8; EphB4 ephrin blk: -6; CYP2C9 inh: -7; PLK1 inh: -1; CYP2C9 activ: 1.1; CYP2C19 act: 1.1; CYP2C19 inhib: -5; PLAP act: 1; Rev-RRE block: -2
